IDE exosite inh: exo-site inhibitors of human IDE, primary screen, biochemical, fluorescence anisotropy, probe displacement; 6.3% of 17,000 active; purified IDE, FL-6b probe fluorescence polarization; stronger effect = lower value; AID 1259349, 2017; z-score at 20 µM; Insulin-degrading enzyme (Homo sapiens), P14735;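 active means z-score of -3 or lower, meaning strong loss of probe binding signal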;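 further: His-tagged human IDE residues 42-1019 made in E. coli with 30 nM FL-6b probe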
Target sequence (P14735 42-1019 limits assumed): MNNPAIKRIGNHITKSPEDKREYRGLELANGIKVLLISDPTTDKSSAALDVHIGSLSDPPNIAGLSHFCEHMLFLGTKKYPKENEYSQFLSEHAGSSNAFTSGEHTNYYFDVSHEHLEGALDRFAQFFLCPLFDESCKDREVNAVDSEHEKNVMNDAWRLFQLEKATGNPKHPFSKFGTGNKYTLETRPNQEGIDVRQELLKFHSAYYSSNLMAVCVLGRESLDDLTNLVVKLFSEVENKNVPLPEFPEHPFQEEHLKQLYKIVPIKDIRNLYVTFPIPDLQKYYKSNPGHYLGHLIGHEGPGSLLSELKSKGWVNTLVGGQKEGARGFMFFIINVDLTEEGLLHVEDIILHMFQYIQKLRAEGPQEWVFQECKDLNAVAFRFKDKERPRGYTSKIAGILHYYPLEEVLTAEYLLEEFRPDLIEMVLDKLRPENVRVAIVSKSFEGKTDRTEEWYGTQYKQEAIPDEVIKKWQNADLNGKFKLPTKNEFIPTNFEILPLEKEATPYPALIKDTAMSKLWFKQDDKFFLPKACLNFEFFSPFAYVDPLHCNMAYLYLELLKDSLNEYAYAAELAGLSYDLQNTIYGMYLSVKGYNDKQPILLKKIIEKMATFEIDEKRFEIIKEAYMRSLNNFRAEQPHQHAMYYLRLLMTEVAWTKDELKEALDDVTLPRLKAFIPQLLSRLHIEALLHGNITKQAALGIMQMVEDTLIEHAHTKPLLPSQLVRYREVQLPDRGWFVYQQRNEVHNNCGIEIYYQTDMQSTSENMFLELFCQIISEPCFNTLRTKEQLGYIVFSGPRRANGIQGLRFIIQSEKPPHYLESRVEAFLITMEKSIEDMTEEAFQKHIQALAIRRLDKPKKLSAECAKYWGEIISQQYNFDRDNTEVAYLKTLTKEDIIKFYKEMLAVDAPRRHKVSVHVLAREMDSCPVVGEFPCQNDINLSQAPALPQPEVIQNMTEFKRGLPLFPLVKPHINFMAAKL
The depositor's hits bear a star; & = joins results of further samples.

SMILES | IDE exosite inh
COCC(=O)N1CCCCN2[C@@H](CO)[C@H](c3ccc(C#Cc4ccc(OC)cc4)cc3)[C@@H]2C1 | -3.1*
Cn1cnc(S(=O)(=O)N2CCCCN3[C@H](CO)[C@H](c4ccc(-c5ccccc5)cc4)[C@H]3C2)c1 | -0.56
COc1ccc(S(=O)(=O)N2CCCCN3[C@H](CO)[C@H](c4ccc(C#CCC(C)C)cc4)[C@@H]3C2)cc1 | 2.8
Cc1noc(C)c1S(=O)(=O)N(C)C[C@@H]1OCc2cn(nn2)CCCC(=O)N([C@@H](C)CO)C[C@H]1C | -0.27
Cc1noc(C)c1NC(=O)N1C[C@H](O)COC[C@@H]2O[C@H](CC(=O)N[C@@H]3CCN(Cc4ccccc4)C3)CC[C@H]21 | -0.083
COc1cccc(S(=O)(=O)N2CC[C@@H]3[C@H](CO)Nc4ccc(C5=CCCCC5)cc4[C@@H]32)c1 | -0.8
CCNC(=O)[C@H]1[C@H](CO)[C@H]2Cn3c(cccc3=O)[C@H]2N1C(=O)CC1CC1 | 0.87
C[C@@H]1CN([C@H](C)CO)C(=O)CCCn2cc(nn2)CO[C@@H]1CN(C)C(=O)c1ccc(N2CCN(C)CC2)cc1 | -1
O=C(C[C@@H]1CC[C@H]2[C@@H](COC[C@H](O)CN2C(=O)c2ccc(F)cc2)O1)N1CCCCC1 | 1.6
CC(C)C#Cc1ccc([C@@H]2[C@@H](C#N)N(C(=O)C3CC3)[C@H]2CO)cc1 | 3.1
N#C[C@@H]1[C@@H](c2ccccc2C2=CCCCC2)[C@@H](CO)N1C(=O)CN1CCOCC1 | -0.51
CCC(=O)N1[C@@H](CO)[C@@H](c2ccccc2)[C@@H]1CNC(=O)CN1CCOCC1 | 4.2
CO[C@H]1CN(C)C(=O)c2ccc(NC(=O)Nc3cc(F)ccc3F)cc2OC[C@@H](C)N(C(=O)c2ccccn2)C[C@H]1C | 0.52
C/C=C/c1ccc([C@@H]2[C@@H](CO)N3CCCCN(S(=O)(=O)c4ccc(OC)cc4)C[C@@H]23)cc1 | -0.93
N#C[C@H]1N[C@@H](CO)[C@@H]1c1ccc(-c2cccc(F)c2)cc1 | -1.1
CS(=O)(=O)N1CCCCN2[C@H](CO)[C@@H](c3ccc(-c4cccc(C#N)c4)cc3)[C@@H]2C1 | 1.5
COc1cccc(NC(=O)N[C@@H]2C=C[C@@H](CC(=O)NCc3ccncn3)O[C@H]2CO)c1 | 1.7
O=S(=O)(c1ccc(F)cc1)N1CCCCN2[C@H](C1)[C@@H](c1ccc(-c3ccccc3)cc1)[C@@H]2CO | 2.4
COc1cccc(NC(=O)N2CC(=O)N3[C@@H](CO)[C@H](c4ccc(Br)cc4)[C@@H]3C2)c1 | 0.13
N#C[C@H]1N[C@H](CO)[C@H]1c1ccc(C2=CCCC2)cc1 | 0.84
O=C(C[C@@H]1CC[C@H]2[C@@H](COC[C@@H](O)CN2Cc2ccc(F)cc2)O1)NCCc1ccccc1 | -0.55
CO[C@H]1CN(C)C(=O)c2cc(NC(C)=O)ccc2OC[C@@H](C)N(Cc2ccncc2)C[C@H]1C | 0.52
CCCC#Cc1ccc([C@@H]2[C@H](CO)N3CCCCN(C(=O)c4ccc5c(c4)OCO5)C[C@@H]23)cc1 | 1.7
COCCNC(=O)C[C@@H]1CC[C@H]2[C@@H](COC[C@H](O)CN2C(=O)c2cc(Cl)cc(Cl)c2)O1 | 0.27
C[C@H](O)C#Cc1ccc([C@H]2[C@H](CO)N3CCCCN(S(=O)(=O)c4ccccc4)C[C@@H]23)cc1 | 3.7
O=C(c1ccccc1)N1CC(=O)N2[C@H](CO)[C@@H](c3ccc(C#Cc4ccccc4)cc3)[C@H]2C1 | 3.1
CCCNC(=O)N1[C@H](CNC(=O)c2ccc(F)cc2)[C@@H](c2ccccc2)[C@@H]1CO | 4.8
C/C=C/c1ccc([C@@H]2[C@@H](CO)N(C(=O)CC)[C@H]2CN(C)C(=O)C2CC2)cc1 | 1.5
Cc1ccccc1S(=O)(=O)N1CC(=O)N2[C@@H](CO)[C@@H](c3ccc(C#CCC4CCCC4)cc3)[C@@H]2C1 | 4.3
O=C(Nc1cccc(F)c1)N1[C@@H]2CNC[C@H]1C2c1ccc(-c2cccnc2)cc1 (stereo not given in full) | -2&0.019
CO[C@@H]1CN(C)C(=O)c2cc(NC(=O)c3cccc(F)c3)ccc2OC[C@@H](C)N(C)C[C@H]1C | 0.4
CC(=O)N1CCCCN2[C@H](CO)[C@@H](c3ccc(-c4ccc(C)cc4)cc3)[C@H]2C1 | 2.7
C[C@@H]1CCCCO[C@@H](CN(C)S(=O)(=O)c2ccc(Cl)cc2)[C@@H](C)CN([C@@H](C)CO)C(=O)c2cc(NC(=O)Nc3ccc(C(F)(F)F)cc3)ccc2O1 | 0.85
CO[C@@H]1CN(C)C(=O)c2cc(NC(=O)C3CCOCC3)ccc2OC[C@H](C)NC[C@@H]1C | 1.2
N#C[C@@H]1N[C@@H](CO)[C@H]1c1ccc(-c2cccc(F)c2)cc1 | -0.71
O=C(c1cnccn1)N1CC(=O)N2[C@H](CO)[C@@H](c3ccc(-c4ccccc4)cc3)[C@H]2C1 | -0.27
CCCNC(=O)N1[C@H](CO)[C@H](c2ccc(-c3ccccc3F)cc2)[C@@H]1C#N | -2.3
O=C(c1ccc2c(c1)OCO2)N1C[C@H]2[C@@H](c3ccccc31)[C@@H](CO)N2C(=O)CC1CC1 | -0.36
Cc1cccc(S(=O)(=O)N2C[C@@H]3[C@H](c4ccccc42)[C@H](CO)N3Cc2ccc3c(c2)OCO3)c1 | 0.73
COc1ccc(-c2cn(CC[C@@H]3CC[C@H](NC(=O)c4cnccn4)[C@H](CO)O3)nn2)cc1 | 3.2
O=C(C[C@@H]1C=C[C@@H](NC(=O)Nc2cccc(F)c2)[C@@H](CO)O1)NCC1CCCCC1 | -1.1
CC(C)NC(=O)N1[C@H](C#N)[C@H](c2ccc(C#CC3CCCC3)cc2)[C@H]1CO | 0.65
COc1cccc(-c2ccccc2[C@@H]2[C@@H](C#N)N(C(=O)Cc3ccccc3)[C@H]2CO)c1 | -1.1
CCCNC(=O)N1[C@H](C#N)[C@@H](c2ccc(-c3ccc(C(=O)N(C)C)cc3)cc2)[C@@H]1CO | 3.4
CO[C@H]1CN(C)C(=O)c2cc(NC(=O)C3CCCCC3)ccc2OC[C@H](C)N(C(=O)c2ccccc2)C[C@H]1C | -0.8

Some of the entries so far, tab-delimited:
smiles	IDE exosite inh
CO[C@@H]1CN(C)C(=O)c2cc(NC(=O)C3CCOCC3)ccc2OC[C@H](C)NC[C@@H]1C	1.2
N#C[C@@H]1N[C@@H](CO)[C@H]1c1ccc(-c2cccc(F)c2)cc1	-0.71
O=C(c1cnccn1)N1CC(=O)N2[C@H](CO)[C@@H](c3ccc(-c4ccccc4)cc3)[C@H]2C1	-0.27
CCCNC(=O)N1[C@H](CO)[C@H](c2ccc(-c3ccccc3F)cc2)[C@@H]1C#N	-2.3
O=C(c1ccc2c(c1)OCO2)N1C[C@H]2[C@@H](c3ccccc31)[C@@H](CO)N2C(=O)CC1CC1	-0.36
Cc1cccc(S(=O)(=O)N2C[C@@H]3[C@H](c4ccccc42)[C@H](CO)N3Cc2ccc3c(c2)OCO3)c1	0.73
COc1ccc(-c2cn(CC[C@@H]3CC[C@H](NC(=O)c4cnccn4)[C@H](CO)O3)nn2)cc1	3.2

The list continues.
SMILES | IDE exosite inh
CO[C@@H]1CC[C@H]2CCOc3ccc(C#N)cc3C(=O)N(C)[C@H](C)C(=O)N(C)C[C@@H]1O2 | 0.37
Cc1ccccc1-c1ccc([C@@H]2[C@@H](CO)N3C(=O)CN(C(=O)c4ccncc4)C[C@H]23)cc1 | -2.3
Cn1cnc(S(=O)(=O)N[C@H]2CC[C@H](CC(=O)NCC3CCCCC3)O[C@H]2CO)c1 | 1.2
O=C(C1CC1)N1CC(=O)N2[C@H](CO)[C@H](c3ccc(C4=CCCCC4)cc3)[C@@H]2C1 | 1.6
O=C(C[C@@H]1C[C@@H]2c3cc(NS(=O)(=O)c4ccc(F)cc4)ccc3O[C@@H]2[C@@H](CO)O1)NCCN1CCCCC1 | 0.36
CN(C[C@@H]1[C@@H](c2ccccc2)[C@H](CO)N1C(=O)c1ccccc1)C(=O)C1CCC1 | 1.4
C[C@@H]1CN([C@@H](C)CO)C(=O)c2cccc(NC(=O)c3nc4ccccc4s3)c2O[C@@H]1CN(C)C(=O)Nc1ccc2c(c1)OCO2 | -0.53
CN(C)C(=O)c1cccc(-c2ccc([C@@H]3[C@@H](CO)N(C(=O)C4CCC4)[C@H]3C#N)cc2)c1 | 1.7
CN(C)C(=O)c1cccc(-c2ccc([C@@H]3[C@@H](C#N)N(C(=O)C4CCCCC4)[C@@H]3CO)cc2)c1 | 4.2
CCS(=O)(=O)N1CC2(C1)CN(S(=O)(=O)c1cn(C)cn1)[C@H](CO)c1[nH]c3cc(OC)ccc3c12 | 1.5
CC(C)C#Cc1ccc([C@@H]2[C@@H](CO)N(C(=O)CN(C)C)[C@H]2C#N)cc1 | 2.1
CN1C(=O)c2cc(NC(=O)C3CCOCC3)ccc2OC[C@@H]2O[C@H](CC(=O)NCCc3ccncc3)CC[C@H]21 | -0.44
O=C(C1CC1)N1CC(=O)N2[C@H](C1)[C@H](c1ccc(C#CCc3ccccc3)cc1)[C@@H]2CO | -4.6*
C/C=C/c1ccc([C@H]2[C@@H](CO)N3C(=O)CN(Cc4ccccc4)C[C@H]23)cc1 | 0.18
N#C[C@@H]1[C@@H](c2ccccc2-c2cccc(F)c2)[C@H](CO)N1C(=O)C1CCC1 | 2.6
OC[C@@H]1[C@H](c2ccccc2)C2(CN(Cc3cccnc3)C2)N1Cc1ccncc1 | 1.8
CN(C)C(=O)c1ccc(-c2ccccc2[C@H]2[C@@H](C#N)N(C(=O)C3CCC3)[C@@H]2CO)cc1 | 2.1
O=C(c1cccnc1)N1CC(=O)N2[C@@H](CO)[C@@H](c3ccc(C#CCC4CCCC4)cc3)[C@@H]2C1 | 1.7
C[C@H](CO)N1C[C@H](C)[C@@H](CN(C)C(=O)Nc2cccc3ccccc23)OCCCC[C@H](C)Oc2ccc(NC(=O)CCC(F)(F)F)cc2C1=O | 0.77
CO[C@@H]1CN(C)C(=O)c2cc(NC(=O)NC(C)C)ccc2OC[C@@H](C)N(C(=O)CN(C)C)C[C@@H]1C | 0.29
COc1cccc(C#Cc2ccc([C@@H]3[C@H](C#N)N(C(=O)C4CCC4)[C@H]3CO)cc2)c1 | 4.2
N#C[C@@H]1[C@@H](c2ccc(C3=CCCC3)cc2)[C@H](CO)N1C(=O)c1cccc(F)c1 | 3.2
COc1cccc(C#Cc2ccc([C@@H]3[C@@H](CO)N4C(=O)CN(C(=O)C5CC5)C[C@H]34)cc2)c1 | -1.9
COc1ccc(S(=O)(=O)N(C)C[C@@H]2Oc3ccc(NC(=O)Nc4ccc(C(F)(F)F)cc4)cc3C(=O)N([C@@H](C)CO)C[C@@H]2C)cc1 | 1.8
CO[C@H]1CN(C)C(=O)c2cc(NC(=O)CC(F)(F)F)ccc2OC[C@H](C)N(CC2CC2)C[C@H]1C | -0.044
O=C(Nc1cccc(F)c1)N1CCCCN2[C@H](C1)[C@H](c1ccc(C#Cc3ccccc3)cc1)[C@@H]2CO | 2.6
C/C=C/c1ccc([C@@H]2[C@@H](CNC(=O)C3CC3)N(C(=O)CC)[C@H]2CO)cc1 | 3.2
C[C@@H]1CN([C@@H](C)CO)C(=O)CCCn2nncc2CO[C@@H]1CN(C)C(=O)Nc1ccc(-c2cccs2)cc1 | -0.93
CO[C@@H]1CN(C)C(=O)c2cc(NC(=O)NC(C)C)ccc2OC[C@@H](C)N(Cc2ccccc2)C[C@@H]1C | -0.61
COc1ccc(-c2ccc([C@@H]3[C@@H](CO)N4C(=O)CN(C(=O)c5ccccc5)C[C@H]34)cc2)cc1 | -1.7

IDE exosite inh, what is marked active above
SMILES | IDE exosite inh
COCC(=O)N1CCCCN2[C@@H](CO)[C@H](c3ccc(C#Cc4ccc(OC)cc4)cc3)[C@@H]2C1 | -3.1*
O=C(C1CC1)N1CC(=O)N2[C@H](C1)[C@H](c1ccc(C#CCc3ccccc3)cc1)[C@@H]2CO | -4.6*

The list continues.
SMILES | IDE exosite inh
O=C(c1cccc(F)c1)N1CCCCN2[C@H](CO)[C@@H](c3ccc(-c4ccccc4)cc3)[C@@H]2C1 | 2.2
OC[C@H]1[C@@H](c2ccc(-c3ccc(F)cc3)cc2)[C@@H]2CN(Cc3ccncc3)CCCCN12 | 4.7
CN1C(=O)c2cc(NC(=O)Cc3cccs3)ccc2OC[C@@H]2O[C@@H](CC(=O)NCC3CCCCC3)CC[C@H]21 | -0.12
C[C@@H]1COCn2nncc2CC[C@H](Cc2ccc(-c3ccccc3)cc2)C(=O)N1 | -0.41
O=C(C1CCOCC1)N1C[C@H]2[C@@H](c3ccccc31)[C@H](CO)N2C(=O)Nc1ccccc1F | 2.1
C[C@@H]1CN([C@H](C)CO)C(=O)CCCn2nncc2CO[C@@H]1CN(C)Cc1ccc2cccnc2c1 | -0.95
CCS(=O)(=O)NCC[C@H]1CC[C@@H](NC(=O)Nc2cc(Cl)cc(Cl)c2)[C@@H](CO)O1 | 2.8
CCCNC(=O)N1CC(=O)N2[C@@H](CO)[C@H](c3ccc(C#Cc4ccccc4)cc3)[C@@H]2C1 | -11*
COc1ccccc1-c1ccc([C@H]2[C@H](C#N)N[C@@H]2CO)cc1 | -12*
COc1cccc(NC(=O)N2CC(=O)N3[C@H](C2)[C@@H](c2ccc(C#CCC4CCCC4)cc2)[C@@H]3CO)c1 | -0.069
Cn1cnc(S(=O)(=O)N2CCCCN3[C@H](CO)[C@H](c4ccc(-c5cccc(F)c5)cc4)[C@H]3C2)c1 | -1.3
C[C@H](NC(=O)C[C@@H]1CC[C@H]2[C@H](COc3ccc(NS(=O)(=O)c4ccc(Cl)cc4)cc3C(=O)N2C)O1)c1ccccc1 | 0.21

An excerpt (hit frequency here may not be typical).
